# EBNA-1 inhibitor – blocks EBNA-1 binding to DNA. hit rate 0.34% among 300,000. EBNA-1 DNA binding, fluorescence polarization. AID 1950. inhibition, % at 14.8 µM; in the data active = inhibition above about 28%
# Yeast superoxide – caloric restriction mimetics inhibiting age-related superoxide in yeast. S. cerevisiae aged cells, superoxide DHE fluorescence; stronger effect = lower value. AID 2690. hit rate 0.18% among 330,000. superoxide response (% of plate mean), % at 10 µM;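 active = superoxide response under a set limit, about three screen SD below normal, cut at about 65% in these data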;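 also: yeast aged for seven days with compound at 30 °C before DHE staining; 100% = average MFI of all compound-treated wells on the plate with controls excluded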
# ZTA DNA inh – counter-screen for EBNA-1 inhibitors: inhibitors of Epstein-Barr virus ZTA. ZTA-DNA binding, fluorescence polarization. AID 2234. inhibition, % at 11 µM. hit rate 0.15% among 320,000. P03206; in the data active = inhibition above about 33%
# Target sequence (P03206 whole entry, looked up): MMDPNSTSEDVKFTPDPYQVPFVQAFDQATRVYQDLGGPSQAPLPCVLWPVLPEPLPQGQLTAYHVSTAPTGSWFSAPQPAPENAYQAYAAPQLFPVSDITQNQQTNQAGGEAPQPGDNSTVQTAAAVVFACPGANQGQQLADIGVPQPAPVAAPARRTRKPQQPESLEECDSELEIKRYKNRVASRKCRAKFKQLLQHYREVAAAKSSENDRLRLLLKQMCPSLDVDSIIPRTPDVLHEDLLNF
# Fam108B counter – blocks mouse Fam108B hydrolase in RBBP9 counter-screen; inhibition, % at 9.51 µM; hit rate 0.33% among 300,000; recombinant Fam108B, FP-Rh probe fluorescence polarization;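 active = inhibition above the screen mean inhibition plus 3 SD, computed separately per campaign, cut at about 18% in these data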;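 also: inhibitors lower polarization as less probe binds the enzyme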
# MCL1 BIM primary – disrupts human MCL1 binding to BIM-BH3 peptide | GST-MCL1 / FITC-Bim-BH3 fluorescence polarization | hit rate 0.68% among 320,000 | Q07820 | AID 2057 | inhibition, % at 10.9 µM;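 active = inhibition above the mean inhibition of all tested compounds plus 3 SD, set per campaign, cut at about 40% in these data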;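 also: 0% = DMSO wells and 100% = unlabeled Bim-BH3 peptide control; higher means more loss of mP so more displacement of Bim peptide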
# Efflux pump inh – blocks antifungal efflux pumps in multiplex yeast assay; S. cerevisiae Candida pump triplex, Nile Red efflux; inhibition, % at 10 µM; hit rate 0.44% among 330,000;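 active = plate passing quality check with inhibition over a set limit, or well fluorescence over plate mean plus 4 SD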;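 also: Nile Red retained in pooled yeast measured as flow cytometry median fluorescence; 0% = buffer negative control and 100% = Enniatin B positive control; higher means more Nile Red kept so more efflux inhibition; some compounds called inactive have numbers as strong as hits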
# GLD-1 TGE inh – GLD-1-TGE RNA interaction inhibition (C. elegans) | hit rate 0.44% among 320,000 | Q17339 | purified GLD-1 + fluorescein TGE RNA, fluorescence polarization | AID 2280 | inhibition, % at 5.96 µM;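 active = percent inhibition above a per-plate cutoff, the plate mean of test compounds plus 3 SD, cut at about 30% in these data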;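 also: 0% = DMSO wells with GLD-1 and probe and 100% = wells lacking GLD-1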
# Target sequence (Q17339 whole entry, looked up): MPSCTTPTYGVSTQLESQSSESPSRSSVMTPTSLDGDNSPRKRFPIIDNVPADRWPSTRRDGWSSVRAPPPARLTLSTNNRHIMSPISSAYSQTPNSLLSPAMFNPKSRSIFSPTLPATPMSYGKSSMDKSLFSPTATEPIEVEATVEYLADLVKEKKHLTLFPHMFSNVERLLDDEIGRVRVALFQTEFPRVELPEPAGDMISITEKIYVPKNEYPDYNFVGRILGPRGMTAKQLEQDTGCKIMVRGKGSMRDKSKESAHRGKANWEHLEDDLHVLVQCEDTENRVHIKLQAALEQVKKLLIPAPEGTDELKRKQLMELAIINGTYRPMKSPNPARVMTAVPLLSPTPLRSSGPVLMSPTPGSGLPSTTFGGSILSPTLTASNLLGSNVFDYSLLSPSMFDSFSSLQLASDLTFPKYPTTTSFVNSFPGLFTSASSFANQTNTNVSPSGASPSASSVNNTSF
# BCLXL inh – Bcl-xL (human) inhibition | Q07817 | GST-Bcl-xL / FITC-Bim BH3 peptide fluorescence polarization | inhibition, % at 10.9 µM | hit rate 0.7% among 320,000 | AID 2129;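 active = inhibition above the mean of all tested compounds plus 3 SD, cutoff set per campaign, cut at about 30% in these data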;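 also: 0% = DMSO wells and 100% = unlabeled Bim-BH3 peptide competitor; inhibitors lower millipolarization by displacing the labeled peptide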
# Target sequence (Q07817 whole entry, looked up): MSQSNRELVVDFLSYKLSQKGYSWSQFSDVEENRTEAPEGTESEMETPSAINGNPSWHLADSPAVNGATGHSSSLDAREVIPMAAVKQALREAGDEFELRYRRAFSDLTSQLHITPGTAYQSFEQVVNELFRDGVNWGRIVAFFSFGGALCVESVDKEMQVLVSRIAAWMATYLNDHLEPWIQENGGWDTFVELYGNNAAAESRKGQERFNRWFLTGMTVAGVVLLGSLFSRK
# MEX-5 binding – C. elegans MEX-5 TCR-2 RNA binding activity | MEX-5/FITC-TCR2 RNA binding, fluorescence polarization; stronger effect = lower value | activity score (negative = inhibition of binding), % at 10 µM | hit rate 0.38% among 300,000 | AID 1832;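 active = inhibition past about -25% in most replicates, and total fluorescence under double the plate's negative control median, limit read from the data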;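 also: 0% = DMSO and -100% = 5 µM competing unlabeled TCR2 RNA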
# * hit, by the source's call; x = no result given.
[1] Cn1cnnc1SCC(=O)Nc1ccc(OC(F)F)cc1
[2] CCn1c(C(=O)N2CCc3ccccc3C2)cc2oc3ccccc3c21
[3] O=C(O)CCNS(=O)(=O)c1ccc2c(c1)CCCC2
[4] CCN(CC(=O)Nc1cc(Cl)ccc1C)C(=O)c1ccc2c(=O)n3c(nc2c1)CCC3
[5] COc1ccc(-c2nnn(CC(=O)NCc3ccccc3)n2)cc1OC
[6] CS(=O)(=O)NC1c2cccc3cccc(c23)C1N1CCOCC1 (centres undefined)
[7] Cc1ccc(C(=O)NCCCNC(=O)COc2ccccc2Cl)cn1
[8] O=[N+]([O-])c1ccc2nc(SCc3cn4cccnc4n3)[nH]c2c1
Compound	1	2	3	4	5	6	7	8
EBNA-1 inhibitor	6	0	-9	-7	-2	1	14	1
Yeast superoxide	87	96	128	108	102	94	94	92
ZTA DNA inh	2	5	5	18	-1	2	1	0
Fam108B counter	-3	2	3	3	-2	0	2	-1
MCL1 BIM primary	-6	-1	2	0	-4	8	2	0
Efflux pump inh	0.2	0.0	0.1	0.2	0.1	-0.1	0.0	0.3
GLD-1 TGE inh	10	0	0	-1	-4	4	0	-3
BCLXL inh	3	7	3	5	1	7	5	-4
MEX-5 binding	1.6	1.0	-1.2	-0.8	0.7	-0.3	-0.4	-0.7

# Shown with bars between the fields: entries from further up.
no. | SMILES | EBNA-1 inhibitor | Yeast superoxide | ZTA DNA inh | Fam108B counter | MCL1 BIM primary | Efflux pump inh | GLD-1 TGE inh | BCLXL inh | MEX-5 binding
3 | O=C(O)CCNS(=O)(=O)c1ccc2c(c1)CCCC2 | -9 | 128 | 5 | 3 | 2 | 0.1 | 0 | 3 | -1.2
4 | CCN(CC(=O)Nc1cc(Cl)ccc1C)C(=O)c1ccc2c(=O)n3c(nc2c1)CCC3 | -7 | 108 | 18 | 3 | 0 | 0.2 | -1 | 5 | -0.8
5 | COc1ccc(-c2nnn(CC(=O)NCc3ccccc3)n2)cc1OC | -2 | 102 | -1 | -2 | -4 | 0.1 | -4 | 1 | 0.7

# Later entries.
[9] CCCn1c(NC(=O)c2ccc(Br)cc2)nc2ccccc21
[10] CCOC(=O)c1c(NC(=O)CN2C(=O)NC3(CCCC3)C2=O)sc(C)c1CC
[11] COC(=O)CNC(c1ccccc1)c1cc(Br)ccc1N (centres undefined)
[12] NC(=O)CC(NC(=O)c1ccccc1)c1ccc(NCCc2ccc(Cl)cc2)c([N+](=O)[O-])c1 (centres undefined)
[13] COc1ccc2cc(-c3nc4ccccc4n3C)c(=O)oc2c1
[14] COc1ccc(N(Cc2ccccc2)S(=O)(=O)c2ccc(C)cc2)cc1
[15] Cc1cc(NC(=O)c2cc(-c3ccccn3)nc3ccc(Br)cc23)no1
[16] CC(=O)N1CCc2cc(C(=O)CN3CCCCC3)ccc21
Compound	9	10	11	12	13	14	15	16
EBNA-1 inhibitor	-4	-7	-9	11	-11	1	9	6
Yeast superoxide	99	105	84	101	102	96	90	107
ZTA DNA inh	-16	-3	-3	-21	3	-3	12	13
Fam108B counter	1	-3	2	5	0	-4	-2	-2
MCL1 BIM primary	-2	-1	6	-4	1	-6	7	12
Efflux pump inh	0.0	0.0	-0.1	-0.2	0.2	-0.2	0.3	0.0
GLD-1 TGE inh	3	5	3	0	-3	11	-4	5
BCLXL inh	1	2	3	-4	8	-1	3	10
MEX-5 binding	-0.9	-1.9	0.3	7.8	-0.7	1.3	0.9	-2.3

[17] COc1ccc(NC(=O)CCNS(=O)(=O)c2ccc(C)c(C)c2)cc1OC
[18] NC(=O)CSc1nc(-c2ccccc2)c(-c2ccccc2)o1
[19] CCCNC(=S)N1CCC(NC(=O)Nc2ccc(C)cc2)CC1
[20] COc1ccc(-c2cc3cc(-c4cc(OC)c(OC)c(OC)c4)ccc3o2)cc1
[21] S=C(Nc1ccc(Cl)cc1)N1CCCC1
[22] O=C(Nn1cc(C(=O)N2CCN(c3ccccc3F)CC2)c2ccccc2c1=O)c1cnccn1
[23] COC(=O)C1=C(C)N(C(C)C)C(=O)C1(NC(=O)C1CCCCC1)C(F)(F)F (centres undefined)
[24] COC(=O)/C(=N\Nc1ccc(Cl)cc1)Sc1nnc(-c2ccc(OC)cc2)n1C
Compound	17	18	19	20	21	22	23	24
EBNA-1 inhibitor	5	-2	-14	x	-14	10	0	1
Yeast superoxide	89	98	99	111	114	110	120	102
ZTA DNA inh	4	1	4	19	-3	-2	11	16
Fam108B counter	2	-3	-2	x	4	4	7	2
MCL1 BIM primary	6	2	1	1	4	2	0	-15
Efflux pump inh	0.0	-0.2	0.2	0.0	-0.1	0.0	0.1	0.3
GLD-1 TGE inh	4	-1	-7	10	1	1	-4	7
BCLXL inh	4	-2	5	2	3	10	5	-7
MEX-5 binding	1.9	4.1	0.5	x	-1.5	-0.3	1.4	-1.5

[25] CNC(=O)C1CC(=O)N(c2ccc(F)c(Cl)c2)C1 (centres undefined)
[26] O=C(CCc1nnc2n(Cc3ccccc3)c(=O)c3ccccc3n12)NCCN1CCOCC1
[27] Cn1c(NC(=O)c2ccccc2F)cc(=O)n(C)c1=O
[28] CCOC(=O)C(Cc1ccccc1)C(=O)Nc1nccs1 (centres undefined)
[29] CCCN(c1ccc(C(C)C)cc1)S(=O)(=O)c1c(C)[nH]c(=O)[nH]c1=O
[30] COc1ccccc1NS(=O)(=O)c1cc(-c2cc(C)no2)ccc1OC
[31] CC(C)Oc1ccc(/C=N/NC(N)=S)cc1
[32] COc1ccc(Cl)cc1NC(=O)CN1CCC(NC(=O)C2CC2)CC1
Compound	25	26	27	28	29	30	31	32
EBNA-1 inhibitor	7	6	-5	0	-19	-5	2	-3
Yeast superoxide	94	96	99	94	154	111	102	113
ZTA DNA inh	9	8	-10	-21	-5	-7	18	-10
Fam108B counter	-3	0	5	10	-5	1	2	-3
MCL1 BIM primary	-4	11	3	-9	-14	2	9	4
Efflux pump inh	0.0	-0.1	-0.1	0.0	0.2	0.2	0.0	0.3
GLD-1 TGE inh	8	2	-5	-4	-3	2	0	6
BCLXL inh	2	1	-1	3	-7	-1	5	9
MEX-5 binding	1.5	4.1	-2.2	0.7	0.5	0.7	-0.6	-0.1

[33] Cc1ccc(NC(=O)CCC(=O)NNC(=S)Nc2ccccc2)c(C)c1
[34] Cc1ccc(CN2CCN(/N=C/c3cccnc3)CC2)c(C)c1
[35] O=C(Cn1c2c(c(=O)n3ncnc13)CCC2)N/N=C/c1ccc(Cl)cc1
[36] CCCn1c(N)c(C(=O)CSc2nnc(Cc3cccs3)n2C2CC2)c(=O)n(C)c1=O
[37] Cc1cc(C)n(CCC(=O)N=Nc2c(O)[nH]c3ccc(Br)cc23)n1
[38] CCOc1ccc(-c2nnn(CC(=O)Nc3cccc(OC)c3)n2)cc1OCC
[39] CCn1cnc2c1c(=O)n(CC(=O)Nc1ccc3c(c1)OC(F)(F)O3)c(=O)n2Cc1ccccc1
[40] C/C(=N\NC(=O)c1cccc2ccccc12)c1cccs1
Compound	33	34	35	36	37	38	39	40
EBNA-1 inhibitor	-2	-8	9	x	7	-8	1	2
Yeast superoxide	118	93	107	114	90	110	101	108
ZTA DNA inh	8	3	-12	-9	7	-19	8	-5
Fam108B counter	-3	3	0	x	4	-9	-9	-2
MCL1 BIM primary	-1	11	-1	-12	5	2	-13	10
Efflux pump inh	1.0	0.0	0.0	-0.1	-0.2	-0.1	0.3	1.3
GLD-1 TGE inh	0	-2	-1	-4	-8	-2	5	4
BCLXL inh	-1	5	2	-7	6	0	-1	0
MEX-5 binding	-6.7	0.9	0.0	x	0.1	2.8	0.0	2.7

[41] COc1ccc(/C=C(\C#N)C(=O)Nc2ccc3[nH]c(=O)[nH]c3c2)cc1
[42] Cc1nc(C)n(CC(O)COc2ccc3ccccc3c2)n1 (centres undefined)
[43] CC(C)CCNC(=O)C(c1ccco1)N(C(=O)Cn1nnc2ccccc21)c1ccc2c(c1)OCO2 (centres undefined)
[44] CCn1c(CNC(=O)C23CC4CC(CC(C4)C2)C3)nnc1SCC(=O)Nc1nnc(C)s1
[45] COc1ccc(Cn2c(=O)[nH]c3cc(C(=O)N4CCN(c5ccc(OC)cc5)CC4)ccc3c2=O)cc1
[46] COCCn1c(SCC(=O)NC(=O)NCc2ccccc2)nc2ccccc2c1=O
[47] COc1nc(Cc2ccc(Cl)cc2)nc2ccccc12
[48] O=C(Nc1cc(C(F)(F)F)ccc1N1CCCC1)c1cccnc1
Compound	41	42	43	44	45	46	47	48
EBNA-1 inhibitor	6	5	1	42*	10	x	-4	-1
Yeast superoxide	103	89	98	86	98	103	103	148
ZTA DNA inh	-7	20	-12	7	-1	-14	-7	-9
Fam108B counter	17	-1	-2	-1	-1	x	1	1
MCL1 BIM primary	5	4	3	5	-3	-5	5	2
Efflux pump inh	-0.1	-0.2	-0.1	0.0	0.1	0.0	0.0	0.1
GLD-1 TGE inh	0	6	4	6	5	2	-1	7
BCLXL inh	12	3	-2	8	4	-6	3	1
MEX-5 binding	-4.6	-0.6	1.8	-1.9	0.0	x	0.3	-0.7

[49] COc1ccc(C)cc1S(=O)(=O)Nc1cccc(C)c1
[50] COc1ccc(NC(=O)C2CCCN(c3nn4c(=O)cc(C)nc4s3)C2)c(OC)c1 (centres undefined)
[51] CC(Oc1ccc(Cl)cc1Cl)C(=O)NCCCN1CCOCC1 (centres undefined)
[52] CN(C)CCCN(Cc1cc2cc3c(cc2[nH]c1=O)OCO3)C(=S)Nc1cccc(Cl)c1
[53] CC(=O)c1ccc(N2CCN(C(=S)Nc3ccc(Oc4ccccc4)cc3)CC2)cc1
[54] O=C(COc1ccccc1)Nc1nc2cc3c(cc2s1)OCO3
[55] O=C(C(c1ccccc1)c1ccccc1)N1CCC(c2nc(-c3ccccc3Cl)no2)CC1
[56] Cc1ccc(C)c(CN2CCC(CNC(=O)CCc3nnc4ccc(N5CCC(C)CC5)nn34)CC2)c1
Compound	49	50	51	52	53	54	55	56
EBNA-1 inhibitor	1	-2	-4	-12	4	7	-5	7
Yeast superoxide	119	97	106	105	95	93	98	143
ZTA DNA inh	0	-31	-3	-15	2	-9	2	5
Fam108B counter	5	-4	2	4	-3	0	-4	5
MCL1 BIM primary	-1	0	1	10	6	-6	-4	8
Efflux pump inh	0.1	-0.1	0.7	-0.1	0.2	0.2	0.0	-0.1
GLD-1 TGE inh	0	2	6	7	10	5	0	5
BCLXL inh	-2	-4	-2	9	0	5	-4	3
MEX-5 binding	-2.7	1.4	-3.5	0.9	3.6	-0.5	1.9	-1.2

[57] COc1ccc(/C=N/NC(=O)COc2cc(C)cc(C)c2)cc1COC(C)=O
[58] CCC(=O)N1CCc2cc(S(=O)(=O)N3CCN(C(=O)c4ccco4)CC3)ccc21
[59] COC(=O)c1cccc(C23CC4(C2)[C@H](CN(Cc2ccc(-c5ccccc5)cc2)[C@@H]4c2ccccc2)C3c2ccccc2)c1 (some centres undefined)
[60] CC(C)=C(NC(=O)c1ccccc1)C(=O)NCc1ccccc1
[61] O=C(NCc1ccccn1)Nc1ccc(Br)cc1Cl
[62] Cc1cc(C)nc(CCNC(=O)c2cc(COc3ccccc3)on2)n1
[63] COc1ccccc1CC(=O)O/N=C(\N)Cc1cccc2ccccc12
[64] CCOC(=O)NC(Nc1ccc(OC)cc1)(C(F)(F)F)C(F)(F)F
Compound	57	58	59	60	61	62	63	64
EBNA-1 inhibitor	2	5	6	-18	6	5	11	-10
Yeast superoxide	90	97	96	74	92	78	112	90
ZTA DNA inh	4	3	-8	-8	-5	11	7	-6
Fam108B counter	2	-1	2	0	-2	0	0	0
MCL1 BIM primary	-2	-3	-11	-4	2	0	8	3
Efflux pump inh	-0.1	-0.1	0.0	0.2	0.2	3.2	0.1	0.4
GLD-1 TGE inh	1	7	-4	-3	4	1	-6	12
BCLXL inh	6	0	0	0	5	0	6	3
MEX-5 binding	-1.3	2.3	1.7	0.9	1.3	0.5	-2.9	-0.3
